# Compound activity deposited in PubChem BioAssay by several laboratories.
# PostGolgi ctrl – growth inhibition of yeast control strain, primary screen, counter-screen for post-Golgi transport modulator project | efflux-deficient yeast background strain, growth absorbance A615, 16 h | inhibition, % at 10 µM | 98,000 tested, 5% active | AID 738, 2007; in the data active means inhibition above about 30%
# S1P2 agonist – S1P2 receptor agonists, primary screen, cell-based; Sphingosine 1-phosphate receptor 2 (Homo sapiens), O95136; S1P2-expressing cell line, agonist reporter read-out; activation, % at 4.5 µM; 97,000 tested, 0.46% active; in the data active means activation above about 16%;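 further: 0% = vehicle low control and 100% = maximal reference agonist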
# S1P2 antag – human S1P2 receptor antagonists, primary screen, cell-based | inhibition, % at 5 µM | 97,000 tested, 0.21% active | AID 736, 2007 | Sphingosine 1-phosphate receptor 2 (Homo sapiens), O95136 | cell-based S1P2 antagonist assay, inhibition at 5 uM; in the data active means inhibition above about 45%;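 further: CRE beta-lactamase reporter cells expressing human S1P2 stimulated with S1P; 0% = agonist at EC80 alone and 100% = agonist plus reference antagonist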
# HUVEC inhibit – inhibitors of HUVEC proliferation, primary screen, cell-based, 384-well; CellTiter-Glo luminescence, 72 h; stronger effect = lower value; viability, % at 10 µM (by protocol); 86,000 tested, 1.1% active; AID 648, 2007;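 active means viability at or below 30%; inactive means viability above 30%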;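 further: 100% = median luminescence of DMSO-only cell control wells on each plate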
# H69AR inhibit – proliferation blockers of H69AR lung cancer cells, primary screen, cell-based, human, 86K library. 85,000 tested, 6% active. viability, % at 10 µM. H69AR lung tumor viability, ATP luminescence, 72 h; stronger effect = lower value;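 active means viability at or below 40%; inactive means viability above 40%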;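 further: multidrug resistant small cell line overexpressing MRP-1 efflux transporter; 100% = mean luminescence of untreated control wells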
# Lung fibro prol – antiproliferative effect on LL 47 fibroblasts – human, LL 47 cells, CellTiter-Glo luminescence, primary screen | 85,000 tested, 1.1% active | viability, % at 10 µM | LL 47 human lung fibroblast viability, ATP luminescence; stronger effect = lower value | AID 719, 2007;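 active means viability at or below 50% in the single dose screen; inactive means viability above 50%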;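 further: compound exposure lasted 72 h before the ATP readout; 100% = median luminescence of untreated cell-only wells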
#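 Test system: LL 47 human lung fibroblasts / Incubation: 72 h compound exposure at 37 °C after overnight plating / Technique: luminescent ATP detection, CellTiter-Glo / Compound dosing: 0.1% DMSO in all compound wells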
# PTPN22 act – LYP phosphatase activators, primary screen, biochemical, DiFMUP fluorescence, 2 µM; Tyrosine-protein phosphatase non-receptor type 22 (Homo sapiens), Q9Y2R2; recombinant LYP; 0 = plate median, 100 = signal doubled; activation, % at 2 µM; 96,000 tested, 0.11% active; AID 697, 2007;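 active means activation at 2 µM above a set limit, the mean plus 5 SD, cut at about 37% in these data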
# Target sequence (Q9Y2R2 whole entry, looked up): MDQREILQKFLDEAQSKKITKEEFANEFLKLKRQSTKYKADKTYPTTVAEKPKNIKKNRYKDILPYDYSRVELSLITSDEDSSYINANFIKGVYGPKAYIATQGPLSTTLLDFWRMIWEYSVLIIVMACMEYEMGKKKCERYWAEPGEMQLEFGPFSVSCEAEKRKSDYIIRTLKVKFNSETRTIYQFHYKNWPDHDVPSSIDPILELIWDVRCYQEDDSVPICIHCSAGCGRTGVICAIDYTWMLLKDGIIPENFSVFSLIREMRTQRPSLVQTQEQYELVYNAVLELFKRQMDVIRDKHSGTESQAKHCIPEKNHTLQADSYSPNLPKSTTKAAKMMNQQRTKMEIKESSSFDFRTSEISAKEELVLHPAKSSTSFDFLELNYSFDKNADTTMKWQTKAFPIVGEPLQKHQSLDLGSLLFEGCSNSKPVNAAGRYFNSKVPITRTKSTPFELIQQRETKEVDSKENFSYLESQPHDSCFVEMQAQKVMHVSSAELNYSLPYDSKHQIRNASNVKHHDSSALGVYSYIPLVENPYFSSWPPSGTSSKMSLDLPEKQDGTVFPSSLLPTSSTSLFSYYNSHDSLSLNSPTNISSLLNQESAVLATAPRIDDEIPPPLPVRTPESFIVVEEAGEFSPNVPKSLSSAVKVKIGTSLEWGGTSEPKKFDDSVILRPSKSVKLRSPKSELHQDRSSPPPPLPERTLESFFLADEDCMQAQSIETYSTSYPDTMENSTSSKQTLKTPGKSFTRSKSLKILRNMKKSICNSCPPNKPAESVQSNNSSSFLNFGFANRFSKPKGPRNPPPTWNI
# sEH activator – soluble epoxide hydrolase activators, primary screen, biochemical, human sEH | Bifunctional epoxide hydrolase 2 (Homo sapiens), P34913 | purified human sEH enzymatic activity, activator screen | activation, % at 2 µM | 91,000 tested, 0.04% active; in the data active means activation above about 37%; further: values of inactives mirror those of a sister screen read the other way
# sEH inhibitor – soluble epoxide hydrolase inhibitors, primary screen, biochemical, human sEH; Bifunctional epoxide hydrolase 2 (Homo sapiens), P34913; recombinant human sEH enzymatic activity assay; inhibition, % at 2 µM; 91,000 tested, 0.34% active; in the data active means inhibition above about 80%; further: values of inactives mirror those of a sister screen read the other way; many of its hits are not listed in these tables
# An asterisk follows results filed as active; nt = no result given. Only part of the results is shown; count on the stated rates, not on these rows.
cpd	molecule	PostGolgi ctrl	S1P2 agonist	S1P2 antag	HUVEC inhibit	H69AR inhibit	Lung fibro prol	PTPN22 act	sEH activator	sEH inhibitor
1	CCc1ccc(N(CC(=O)NC2CCCC2)S(=O)(=O)c2c(C)noc2C)cc1	12	-2	7	108	87	86	7	0	0
2	COc1cc(C)c(C(C)C)cc1S(=O)(=O)n1ccnc1	nt	0	-12	99	101	99	10	4	0
3	CCOC(=O)Nc1cc(C(=O)OC)cc(C(=O)OC)c1	5	-7	19	104	92	101	4	0	3
4	CCOc1cc(OCC)cc(C(=O)O)c1	25	2	0	94	97	102	5	-1	3
5	CCCCCOc1ccc2oc(=O)c3c(c2c1)CCCN3C(=O)CN1CCCC(C(=O)OCC)C1 (configuration not stated)	4	-6	-14	76	86	86	-10	16	-21
6	CCCc1cc(O)c2c(C)cc(=O)oc2c1	nt	-10	-20	78	84	87	4	-4	4
7	N#Cc1ccccc1NC(=O)c1ccccc1OCC(=O)Nc1ccc2c(c1)oc1ccccc12	nt	0	-2	60	3.9*	90	10	-8	12
8	COCCn1c(SCC(=O)c2ccc(Cl)cc2)nnc1C(C)C	8	-5	15	103	86	99	-2	3	-5
9	CC(=O)NC(CCS(C)(=O)=O)C(=O)Nc1cc(C)ccc1C (configuration not stated)	2	nt	nt	112	103	96	nt	nt	nt
10	CCOc1ccc(CNc2ccc(N3CCCC3)cc2)cc1	-4	-3	4	90	1.8*	84	-8	11	-10
11	CCC(C)(C)n1nnnc1C(c1cc2ccc(OC)cc2[nH]c1=O)N1CCN(C2CCCCC2)CC1 (configuration not stated)	5	-4	25	99	81	100	11	4	-7
12	CCOC(=O)N1CCN(C(=O)c2ccc(CS(=O)(=O)c3ccccc3OC)o2)CC1	6	-8	-1	99	88	94	5	-1	3
13	Cc1cc(C(=O)CSc2nnc(N)s2)c(C)n1CCc1ccc(F)cc1	4	-3	2	nt	nt	nt	4	-1	1
14	C=CCn1c(SCCC(=O)O)nnc1-c1cccs1	8	-6	9	110	100	102	-2	7	-7
15	Cn1c(Cn2nnc3ccccc32)nnc1SCC(N)=O	-4	-7	20	94	96	102	20	nt	nt
16	CCCc1c(O)c2ccccc2[nH]c1=O	4	-9	-5	105	95	108	-1	-8	9
17	CCCc1cc(-c2n[nH]c(C(=O)OCC)c2-c2cscn2)c(O)cc1O	2	-6	5	94	91	98	0	7	-8
18	CC(C)C(CO)NC(=O)CC(=O)NC(CO)C(C)C (configuration not stated)	1	-1	-1	nt	nt	nt	2	24	-21
19	COCCNC(=O)c1ccc(Cl)c(Cl)c1	5	-1	7	103	105	100	-4	6	-12
20	CC(C)Oc1ccc(C(=O)N(Cc2ccco2)C2CCS(=O)(=O)C2)cc1 (configuration not stated)	0	-1	5	103	91	100	15	11	-12
21	COc1cccc(N2CCN(Cc3cccnc3)CC2)c1	7	nt	nt	88	104	95	nt	nt	nt
22	CN1CCCC1CCNS(=O)(=O)c1ccc(Br)cc1 (configuration not stated)	nt	-5	-10	89	95	98	-6	4	-2
23	C=CCNc1nc(-c2cccc(OC)c2O)nc2ccccc12	17	2	-13	35	46	85	12	nt	nt
24	COc1ccc(N2CCN(C(CNS(=O)(=O)c3cccs3)c3cccnc3)CC2)cc1 (configuration not stated)	-2	-3	-3	102	82	98	6	-11	12
25	O=C(CN(CCO)c1ccccc1)NC12CC3CC(CC(C3)C1)C2	8	1	3	77	82	83	4	nt	nt
26	Cc1nc2c(n1C1CCCCC1)C(=O)c1ccccc1C2=O	14	5	-21	nt	nt	nt	-8	-11	14
27	CCOc1ccc(C/C(N)=N/n2cnnc2)cc1	4	-4	-6	95	94	90	-1	12	-16
28	CC(/C=C/c1ccccc1)=N/NC(=O)CNC(=O)c1ccc2c(c1)OCO2	-1	-1	5	nt	nt	nt	-8	-3	5
29	COc1ccc(C(=O)n2c(SC)nc3cc4c(cc32)OCCO4)cc1	4	-12	-3	nt	nt	nt	0	-8	10
30	CCOC(=O)c1[nH]c(C)c(CN(Cc2ccco2)C(=O)C(F)(F)F)c1C	19	-6	-6	89	47	93	-11	4	-4

# The closing 2 compounds of the part before lead into the next:
cpd	molecule	PostGolgi ctrl	S1P2 agonist	S1P2 antag	HUVEC inhibit	H69AR inhibit	Lung fibro prol	PTPN22 act	sEH activator	sEH inhibitor
29	COc1ccc(C(=O)n2c(SC)nc3cc4c(cc32)OCCO4)cc1	4	-12	-3	nt	nt	nt	0	-8	10
30	CCOC(=O)c1[nH]c(C)c(CN(Cc2ccco2)C(=O)C(F)(F)F)c1C	19	-6	-6	89	47	93	-11	4	-4
31	CCC(C)(CC(=O)N(C)CCC#N)c1ccccc1 (configuration not stated)	3	1	-2	98	100	93	13	0	-2
32	N#CC1=C(SCc2ccccc2)NC2=C(C(=O)CCC2)C1c1ccc2c(c1)OCO2 (configuration not stated)	20	-9	-1	84	97	102	-5	nt	nt
33	COc1ccc(Cl)cc1S(=O)(=O)Nc1cccc(C(=O)O)c1	8	-5	-6	82	88	97	-1	7	-8
34	CC(C)(C)n1nnnc1C(c1cccs1)N(Cc1ccc(Cl)cc1)CC1CCCO1 (configuration not stated)	9	4	-20	83	57	85	-1	-9	11
35	Cc1ccc(-c2nnc(SCC#CCOC(=O)c3ccco3)o2)cc1	7	-1	-50	87	88	96	-8	15	-13
36	CC(=O)N(c1ccc(N(C(C)=O)S(=O)(=O)c2cccs2)cc1)S(=O)(=O)c1cccs1	66*	-3	-1	87	81	93	-10	7	-5
37	Cc1cc(C)c2[nH]c(=O)c(C(c3nnnn3CC3CCCO3)N3CCCC(C)C3)cc2c1 (configuration not stated)	8	-10	-1	89	63	101	4	3	-3
38	COc1ccc(CCNC(=O)CNCC2CCCO2)cc1OC (configuration not stated)	16	-8	-4	100	95	95	7	-3	2
39	CCN(CC)c1ccc2c(Cl)cc(=O)oc2c1	30*	9	47*	nt	nt	nt	4	20	-20
40	Cc1ccc(-c2nnn(CC(=O)N(CC(=O)NCC3CCCO3)c3ccccc3)n2)o1 (configuration not stated)	3	-1	10	97	nt	99	5	-3	4
41	COc1ccccc1-c1cc(C(F)(F)F)nc(S(C)(=O)=O)n1	86*	4	-74	nt	nt	nt	-7	-4	2
42	O=C(Cn1cccc1)N1CCc2ccccc21	4	-5	5	98	100	95	1	-6	7
43	CCC(C)(C)NC(=O)CN(Cc1cccs1)C(=O)CNS(=O)(=O)c1ccc(C)cc1	7	-2	-4	96	76	99	9	-10	11
44	c1ccc2cc(-c3cc4ccccn4c3)ccc2c1	8	-3	-3	88	96	87	-12	-1	4
45	CCOC(=O)C1CCN(Cc2cnc(Oc3ccc(OC)cc3)s2)CC1	-2	-10	11	nt	nt	nt	3	4	-2
46	Cc1ccc(C)c(N(C(=O)Cn2nnc3ccccc32)C(C(=O)NC(C)(C)C)c2ccsc2)c1 (configuration not stated)	-5	-1	14	nt	nt	nt	-10	-5	4
47	c1ccc(N2CCN(c3nc(-c4ccccn4)nc4ccccc34)CC2)cc1	17	-5	3	nt	nt	nt	-17	-10	10
48	O=C1c2ccccc2C(=O)N1Cc1nc2ccccc2c(=O)n1CCCN1CCOCC1	0	-10	-1	96	93	108	6	nt	nt
49	CS(=O)(=O)N(CC(=O)Nc1ccc2c(c1)OCCO2)Cc1ccccc1	10	-7	5	105	93	93	-5	-1	2
50	CCOC(=O)C1CCN(c2c(N3CCCC(C(=O)OCC)C3)c(=O)c2=O)CC1 (configuration not stated)	11	-3	16	100	107	100	-9	1	-1
51	CCC1(C)Cc2c(sc3[nH]c(=O)[nH]c(=O)c23)CS1 (configuration not stated)	9	-7	1	69	98	106	6	-14	17
52	Cc1cc2c(c(=O)o1)C(CC(C)C)C(C#N)=C(N)O2 (configuration not stated)	-4	-7	32	96	93	94	5	15	-15
53	Cc1cc(C)cc(-n2c(O)c(C=NC3CCS(=O)(=O)C3)c3ccccc3c2=O)c1 (configuration not stated)	20	-6	-12	98	96	98	5	7	-8
54	CC(C)(C)NC(=O)C1CC(=O)OC12CCCCC2 (configuration not stated)	8	-5	16	106	nt	105	-1	-13	14
55	Cc1cc(C)cc(OCC(=O)OCC(=O)c2c(N)n(C)c(=O)n(C)c2=O)c1	1	-2	-14	95	98	96	-2	5	-6
56	CCCc1nnc(NC(=O)CSc2ncn[nH]2)s1	5	-2	-10	99	96	104	3	12	-11
57	CCCCN(Cc1cc2ccccc2[nH]c1=O)C(=O)c1ccccn1	7	-2	-6	102	96	103	0	-4	6
58	Cc1ncoc1C(=O)Nc1ccccc1C(N)=O	5	-4	0	82	81	96	8	1	2
59	CC1=CC(C)(C)N2C(=O)C3(C(C#N)=C(N)Oc4cc(O)ccc43)c3c(C)c(C)cc1c32 (configuration not stated)	20	-2	-30	4.8*	4.4*	78	-1	-1	2
60	COc1ccc(C(=O)NC(C)c2nnc(SCC(=O)Nc3nc(C)cs3)n2C)cc1 (configuration not stated)	-6	-8	0	94	95	109	3	10	-12

# 6 entries from above, ordered by heavy-atom count, largest number first:
cpd	molecule	PostGolgi ctrl	S1P2 agonist	S1P2 antag	HUVEC inhibit	H69AR inhibit	Lung fibro prol	PTPN22 act	sEH activator	sEH inhibitor
37	Cc1cc(C)c2[nH]c(=O)c(C(c3nnnn3CC3CCCO3)N3CCCC(C)C3)cc2c1 (configuration not stated)	8	-10	-1	89	63	101	4	3	-3
43	CCC(C)(C)NC(=O)CN(Cc1cccs1)C(=O)CNS(=O)(=O)c1ccc(C)cc1	7	-2	-4	96	76	99	9	-10	11
53	Cc1cc(C)cc(-n2c(O)c(C=NC3CCS(=O)(=O)C3)c3ccccc3c2=O)c1 (configuration not stated)	20	-6	-12	98	96	98	5	7	-8
38	COc1ccc(CCNC(=O)CNCC2CCCO2)cc1OC (configuration not stated)	16	-8	-4	100	95	95	7	-3	2
44	c1ccc2cc(-c3cc4ccccn4c3)ccc2c1	8	-3	-3	88	96	87	-12	-1	4
39	CCN(CC)c1ccc2c(Cl)cc(=O)oc2c1	30*	9	47*	nt	nt	nt	4	20	-20

# Quoted from the listing.
# For sEH activator, cpd 46 is entered as -5
# For PTPN22 act, cpd 39 is entered as 4

# (listing goes on)
cpd	molecule	PostGolgi ctrl	S1P2 agonist	S1P2 antag	HUVEC inhibit	H69AR inhibit	Lung fibro prol	PTPN22 act	sEH activator	sEH inhibitor
61	CS(=O)(=O)Nc1ccc(C(=O)NCCSC2CCCCC2)cc1	20	-4	6	99	82	105	20	-37	35
62	CC(=C1C(=O)c2ccccc2C1=O)N1CCN(c2ccccn2)CC1	3	-3	-5	92	98	107	3	-2	5
63	CCCCSc1ncc(C(=O)OCC)c(N)n1	nt	-4	-15	98	86	95	2	23	-26
64	O=C1CC(c2cccc(Cl)c2)CC(O)=C1C=NCCCO (configuration not stated)	11	2	-5	105	107	93	7	-11	8
65	O=C(CC1C(=O)NCCN1C(=O)c1ccc(F)cc1)OCc1ccccc1 (configuration not stated)	-4	-3	-5	96	104	97	-8	11	-13
66	COc1ccc(CCNS(=O)(=O)c2cccs2)cc1	4	0	5	nt	nt	nt	-1	-2	2
67	COc1ccc(CNC(=O)CN2CCC(C(=O)c3ccc(OC)cc3)CC2)cc1	16	-6	19	88	83	89	-1	4	-3
68	COc1ccc(O)c(C2=Nc3ccccc3N=C(c3ccco3)C2)c1	11	-2	8	nt	nt	nt	-9	4	-1
69	C(=N\Nc1nc(-c2ccccc2)cs1)/c1cccs1	4	-6	-11	nt	nt	nt	3	-12	12
70	CC(NC(=O)C1CCCCC1)c1ccc2c(c1)OCCO2 (configuration not stated)	-1	-7	-4	95	94	101	-12	-11	12
71	CCn1c(C)c(C)c2cc(C(=O)Nc3cccc(Cl)c3)ccc21	8	-5	13	nt	nt	nt	4	-2	2
